HIV fusion peptide: cell-free HIV fusion peptide-binding blockers – biochemical, uHTS, fluorescence dequenching, primary screen (AID 1986) | 0.3% of 290,000 active | inhibition, % at 20 µM, or IC50 in µM where a hit was titrated | cell-free peptide binding, fluorescence dequenching, 30 min; higher % means a stronger effect; in the data active means inhibition mostly above about 52%, no sharp cut-off; inactive means mostly below about 76%; further: some results filed as inactive read as strong as hits
GPR35 antagonists: inhibition of zaprinast-stimulated GPR35 beta-arrestin translocation – imaging, U2OS, beta-arrestin-GFP, zaprinast agonist, primary screen (AID 2058); U2OS GPR35 beta-arrestin-GFP translocation imaging, zaprinast antagonism; higher % means a stronger effect; inhibition, % at 10 µM, or IC50 in µM where a hit was titrated; 0.052% of 290,000 active;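 active means inhibition of at least 50% with at least 30 cells and total cytoplasm GFP at most 10,000,000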
Salmonella PhoP GFP: inhibitors of PhoP regulon expression, primary screen, Salmonella Typhimurium, GFP reporter (AID 1863). S. Typhimurium PhoP-regulated promoter GFP reporter, 4 h; higher % means a stronger effect. inhibition, % at 50 µM, or IC50 in µM where a hit was titrated. 0.16% of 300,000 active;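 active means inhibition over 29.93%, a cutoff 3 SD above the screen mean, later confirmed by dose response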;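 further: 0% = low Mg2+ inducing control and 100% = high Mg2+ repressing control; strong numbers were not always called active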
Rac1 GTP hydrolysis: MgcRacGAP GTPase-activating activity inhibitors, confirmation, biochemical, ADP Hunter fluorescence | MgcRacGAP-stimulated Rac1 GTP hydrolysis, ADP Hunter fluorescence; higher % means a stronger effect; GST-tagged Rac1 F28L mutant substrate | inhibition, % at 30 µM; hits with a dose series show IC50 in µM | 0.6% of 340,000 active | AID 624330;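 active means first-screen hits whose inhibition reached a set limit at any dose in the follow-up dose series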;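 further: fluorescence reports GDP produced by GAP-driven GTP hydrolysis; strong numbers were not always called active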
LYP inhibition: inhibitors of LYP phosphatase, biochemical, fluorescence intensity, uHTS (AID 1779). inhibition, % at 11.5 µM; hits with a dose series show IC50 in µM. recombinant LYP phosphatase, fluorescence intensity; higher % means a stronger effect. 0.054% of 290,000 active; in the data active means inhibition above about 50%;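 further: plate controls were vehicle with enzyme for no effect and no enzyme for full effect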
Myeloid diff MLP: myeloid differentiation induction | ER-HoxA9 myeloid progenitors, lysozyme-GFP differentiation, flow cytometry | calls only at 10 µM | 1% of 360,000 active;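 active means normalized GFP-positive differentiation at or above the plate's own cutoff, the solvent-only control mean plus 3 SD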;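 further: cells exposed to compound for four days before flow analysis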
GPR55 antagonists: inhibition of LPI-stimulated GPR55 beta-arrestin translocation – imaging, U2OS, beta-arrestin-GFP, LPI agonist, primary screen (AID 2013) | U2OS GPR55 beta-arrestin-GFP translocation imaging, LPI antagonism; higher % means a stronger effect | inhibition, % at 10 µM, or IC50 in µM where a hit was titrated | 0.13% of 290,000 active;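 active means spots per cell inhibited over 60%, with over 100 cells counted and total cytoplasm intensity under 500,000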;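 further: U2OS cells stably carrying GPR55 and arrestin-GFP stimulated by 5 µM LPI near EC80; imaged beta-arrestin-GFP aggregate spots per cell after agonist stimulation; plate controls were LPI-stimulated DMSO wells for no effect and DMSO wells without LPI for full effect; some results filed as inactive read as strong as hits; confirmed hits need IC50 under 10 µM and bright autofluorescent wells are also inconclusive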
Siah-1 displacement: Siah-1 peptide-binding antagonists, primary screen, biochemical, fluorescence polarization, rhodamine-plectin, uHTS (AID 1817) | Siah-1 / rhodamine-plectin peptide fluorescence polarization; higher % means a stronger effect | one-dose displacement, % at 20 µM; IC50 in µM for titrated hits | 0.02% of 290,000 active;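 active means displacement of at least 50% at 20 µM, with a fluorescence ratio check between 0.3 and a set limit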;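 further: plate controls were Siah plus tracer with DMSO for no effect and tracer alone without Siah for full effect; strong numbers were not always called active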
NTR1 ag: agonists of NTR1, primary screen, imaging, U2OS cells, beta-arrestin-GFP, high content (AID 493036); activation, % at 20 µM; 0.17% of 330,000 active; NTR1-U2OS beta-arrestin-GFP spot imaging, agonist mode; P30989;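 active means activation at or above 40% of the spot to cytoplasm intensity ratio, with at least 20 cells analyzed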;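 further: 0% = DMSO without peptide and 100% = 100 nM NTR1 peptide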
Target sequence (P30989 whole entry, looked up): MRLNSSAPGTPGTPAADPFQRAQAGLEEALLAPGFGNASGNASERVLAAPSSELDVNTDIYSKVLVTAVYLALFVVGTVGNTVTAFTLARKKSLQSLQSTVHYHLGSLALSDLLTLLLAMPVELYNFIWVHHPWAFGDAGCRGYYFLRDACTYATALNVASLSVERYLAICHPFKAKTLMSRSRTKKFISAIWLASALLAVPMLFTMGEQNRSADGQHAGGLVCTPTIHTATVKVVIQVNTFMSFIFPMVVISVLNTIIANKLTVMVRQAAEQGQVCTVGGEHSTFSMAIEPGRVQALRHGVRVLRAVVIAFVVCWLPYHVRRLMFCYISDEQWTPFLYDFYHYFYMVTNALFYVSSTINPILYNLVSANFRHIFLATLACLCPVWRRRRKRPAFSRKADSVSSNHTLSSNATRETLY
NTR1 ag cell count 20 µM: further read-out of NTR1 ag, marked with its call; cell count; measured here: cell count, cytotoxicity flag
Myeloid diff MLP GFP+ MAC1+ %: second read-out of Myeloid diff MLP, no call of its own (marks repeat the call); GFP+ MAC1+ double positive, %; measured here: differentiation confirmed by MAC1 staining
* = called active by the depositor.

Results for CCCCCCn1c(=O)c(Cc2ccccc2)c(O)c2ccccc21 ?
HIV fusion peptide: -2.4%; GPR35 antagonists: 0.5%; Salmonella PhoP GFP: -0.8%; Rac1 GTP hydrolysis: 6.2%; LYP inhibition: -2.6%; Myeloid diff MLP: inactive; GPR55 antagonists: 14.5%; Siah-1 displacement: 13.3%; NTR1 ag: -1.0; NTR1 ag cell count 20 µM: 84; Myeloid diff MLP GFP+ MAC1+ %: 0.8

How did CN(Cc1cc2cc(F)ccc2[nH]1)Cc1nc(-c2cnccn2)no1 do in these assays?
HIV fusion peptide: 1.8%; GPR35 antagonists: -7.3%; Salmonella PhoP GFP: -11.6%; Rac1 GTP hydrolysis: 8.4%; LYP inhibition: -5.2%; Myeloid diff MLP: inactive; GPR55 antagonists: 5.6%; Siah-1 displacement: 2.3%; NTR1 ag: -1.2; NTR1 ag cell count 20 µM: 61; Myeloid diff MLP GFP+ MAC1+ %: 0.5

How did O=C(CCCC(=O)N1CCN(c2ccccc2F)CC1)N1CCN(c2ccccc2F)CC1 do in these assays?
HIV fusion peptide: 3.4%; GPR35 antagonists: 14.6%; Salmonella PhoP GFP: -2.4%; Rac1 GTP hydrolysis: 10.8%; LYP inhibition: -5.4%; Myeloid diff MLP: inactive; GPR55 antagonists: 4.0%; Siah-1 displacement: -0.6%; NTR1 ag: 4.6; NTR1 ag cell count 20 µM: 44; Myeloid diff MLP GFP+ MAC1+ %: 0.5

What do the screens show for `CC(=O)c1cccc(NC(=O)c2cc(=O)c3ccccc3o2)c1`?
HIV fusion peptide: -0.3%; GPR35 antagonists: 3.6%; Salmonella PhoP GFP: 2.5%; Rac1 GTP hydrolysis: 15.3%; LYP inhibition: -3.3%; Myeloid diff MLP: inactive; GPR55 antagonists: -4.3%; Siah-1 displacement: -2.1%; NTR1 ag: -0.5; NTR1 ag cell count 20 µM: 53; Myeloid diff MLP GFP+ MAC1+ %: 0.3

Results for CS(=O)(=O)N(Cc1cccc(CN(C(C(=O)O)c2ccccc2)S(C)(=O)=O)c1)C(C(=O)O)c1ccccc1 (configuration not stated) ?
HIV fusion peptide: 10.1%; GPR35 antagonists: 3.9%; Salmonella PhoP GFP: 2.4%; Rac1 GTP hydrolysis: 2.1%; LYP inhibition: -3.9%; Myeloid diff MLP: inactive; GPR55 antagonists: -3.0%; Siah-1 displacement: 5.1%; NTR1 ag: -1.2; NTR1 ag cell count 20 µM: 90; Myeloid diff MLP GFP+ MAC1+ %: 0.4

What do the screens show for `CCCOc1ccc(/C(O)=C2/C(=O)C(=O)N(CCN(C)C)C2c2ccc(O)c(OC)c2)cc1` (configuration not stated)?
HIV fusion peptide: 3.8%; GPR35 antagonists: 8.9%; Salmonella PhoP GFP: -14.7%; Rac1 GTP hydrolysis: -0.8%; LYP inhibition: -2.2%; Myeloid diff MLP: inactive; GPR55 antagonists: 4.5%; Siah-1 displacement: 0.7%; Myeloid diff MLP GFP+ MAC1+ %: 1.9

What do the screens show for `Cn1ccnc1COc1ccc(C=O)cc1`?
HIV fusion peptide: 0.9%; GPR35 antagonists: 13.8%; Salmonella PhoP GFP: 2.8%; Rac1 GTP hydrolysis: 19.7%; LYP inhibition: -8.9%; Myeloid diff MLP: inactive; GPR55 antagonists: 15.6%; Siah-1 displacement: 3.9%; NTR1 ag: 0.4; NTR1 ag cell count 20 µM: 54; Myeloid diff MLP GFP+ MAC1+ %: 0.3

What do the screens show for `CN(C)c1ccnc(Oc2ccccc2)c1C#N`?
HIV fusion peptide: -1.0%; GPR35 antagonists: 6.7%; Salmonella PhoP GFP: 20.1%; Rac1 GTP hydrolysis: 1.0%; LYP inhibition: -6.8%; Myeloid diff MLP: inactive; GPR55 antagonists: -9.0%; Siah-1 displacement: -6.1%; Myeloid diff MLP GFP+ MAC1+ %: 1.4

What do the screens show for `CCN(CC)S(=O)(=O)c1cccc2cccnc12`?
HIV fusion peptide: -1.1%; GPR35 antagonists: 11.3%; Salmonella PhoP GFP: -9.5%; Rac1 GTP hydrolysis: 9.8%; LYP inhibition: -8.5%; Myeloid diff MLP: inactive; GPR55 antagonists: -6.3%; Siah-1 displacement: 0.8%; NTR1 ag: 0.4; NTR1 ag cell count 20 µM: 76; Myeloid diff MLP GFP+ MAC1+ %: 2.4

How did C=CCn1c(CCNC(=O)c2cccs2)nnc1SCC(=O)c1cccc([N+](=O)[O-])c1 do in these assays?
HIV fusion peptide: -0.7%; GPR35 antagonists: -4.7%; Salmonella PhoP GFP: 2.9%; Rac1 GTP hydrolysis: 8.8%; LYP inhibition: -2.4%; Myeloid diff MLP: inactive; GPR55 antagonists: 3.7%; Siah-1 displacement: 2.1%; NTR1 ag: -1.8; NTR1 ag cell count 20 µM: 51; Myeloid diff MLP GFP+ MAC1+ %: 6.8

Results for Cn1c(-c2ccc(Cl)nc2)nc2ccccc21 ?
HIV fusion peptide: -0.9%; GPR35 antagonists: -10.0%; Salmonella PhoP GFP: 2.2%; Rac1 GTP hydrolysis: 8.5%; LYP inhibition: -5.3%; Myeloid diff MLP: inactive; GPR55 antagonists: -3.8%; Siah-1 displacement: 13.4%; NTR1 ag: -0.8; NTR1 ag cell count 20 µM: 79; Myeloid diff MLP GFP+ MAC1+ %: 0.5

What do the screens show for `CC(C(=O)Nc1sccc1C(N)=O)N1C(=O)C2CC=CCC2C1=O` (configuration not stated)?
HIV fusion peptide: -0.4%; GPR35 antagonists: -6.8%; Salmonella PhoP GFP: 9.0%; Rac1 GTP hydrolysis: 11.0%; LYP inhibition: -4.5%; Myeloid diff MLP: inactive; GPR55 antagonists: -4.4%; Siah-1 displacement: -0.2%; NTR1 ag: 1.0; NTR1 ag cell count 20 µM: 57; Myeloid diff MLP GFP+ MAC1+ %: 1.0

How did CC1(C)NC(=O)N(CCOc2ccc3c(c2)CCC3)C1=O do in these assays?
HIV fusion peptide: 1.2%; GPR35 antagonists: 6.8%; Salmonella PhoP GFP: -9.7%; Rac1 GTP hydrolysis: 4.1%; LYP inhibition: 1.4%; Myeloid diff MLP: inactive; GPR55 antagonists: -13.6%; Siah-1 displacement: 2.2%; NTR1 ag: -0.2; NTR1 ag cell count 20 µM: 78; Myeloid diff MLP GFP+ MAC1+ %: 7.0

How did CCOC(=O)c1sc(NC(=O)c2cccs2)nc1C do in these assays?
HIV fusion peptide: 0.1%; GPR35 antagonists: 6.2%; Salmonella PhoP GFP: 3.9%; Rac1 GTP hydrolysis: -0.7%; LYP inhibition: -6.1%; Myeloid diff MLP: inactive; GPR55 antagonists: 18.0%; Siah-1 displacement: -3.6%; Myeloid diff MLP GFP+ MAC1+ %: 8.4

How did COc1cc(Cl)c(C)cc1NC(=O)COC(=O)CCc1nc2ccccc2c(=O)[nH]1 do in these assays?
Salmonella PhoP GFP: -4.5%; Rac1 GTP hydrolysis: 7.9%; Myeloid diff MLP: inactive; NTR1 ag: 2.0; NTR1 ag cell count 20 µM: 57; Myeloid diff MLP GFP+ MAC1+ %: 0.9

Results for CC1=NN(c2nc3ccccc3[nH]2)C(=O)/C1=C/N(C)C ?
HIV fusion peptide: 3.0%; GPR35 antagonists: -14.0%; Salmonella PhoP GFP: -1.6%; Rac1 GTP hydrolysis: 0.8%; LYP inhibition: -3.1%; Myeloid diff MLP: inactive; GPR55 antagonists: -10.0%; Siah-1 displacement: -7.7%; NTR1 ag: 0.6; NTR1 ag cell count 20 µM: 64; Myeloid diff MLP GFP+ MAC1+ %: 0.3

What do the screens show for `O=C(CC(SCc1ccco1)c1ccc(O)cc1)c1cccs1` (configuration not stated)?
HIV fusion peptide: -1.4%; GPR35 antagonists: -16.3%; Salmonella PhoP GFP: 9.3%; Rac1 GTP hydrolysis: 27.2%; LYP inhibition: -8.4%; Myeloid diff MLP: inactive; GPR55 antagonists: -10.4%; Siah-1 displacement: -4.1%; NTR1 ag: 2.3; NTR1 ag cell count 20 µM: 42; Myeloid diff MLP GFP+ MAC1+ %: 0.5

How did Cc1nc(-c2ccccc2)sc1C(=O)/C=C/N(C)C do in these assays?
HIV fusion peptide: 4.1%; GPR35 antagonists: -8.1%; Salmonella PhoP GFP: -10.2%; Rac1 GTP hydrolysis: 16.9%; LYP inhibition: 10.6%; Myeloid diff MLP: inactive; GPR55 antagonists: 0.8%; Siah-1 displacement: -0.8%; NTR1 ag: -0.5; NTR1 ag cell count 20 µM: 41; Myeloid diff MLP GFP+ MAC1+ %: 0.4

Results for Cc1cc(-c2ccc(Cl)cc2)n2nc(C)cc2n1 ?
HIV fusion peptide: -1.9%; GPR35 antagonists: 2.6%; Salmonella PhoP GFP: 7.2%; Rac1 GTP hydrolysis: 9.7%; LYP inhibition: -9.1%; Myeloid diff MLP: inactive; GPR55 antagonists: -3.5%; Siah-1 displacement: -0.8%; NTR1 ag: 1.4; NTR1 ag cell count 20 µM: 65; Myeloid diff MLP GFP+ MAC1+ %: 0.3

What do the screens show for `O=[N+]([O-])c1cc(Cl)c(O)c2ncccc12`?
HIV fusion peptide: 5.1%; GPR35 antagonists: -11.7%; Salmonella PhoP GFP: 6.16µM*; Rac1 GTP hydrolysis: 8.1%; LYP inhibition: -5.6%; Myeloid diff MLP: inactive; GPR55 antagonists: 20.5%; Siah-1 displacement: -5.1%; NTR1 ag: 7.1; NTR1 ag cell count 20 µM: 72; Myeloid diff MLP GFP+ MAC1+ %: 0.0

What do the screens show for `Cc1cccc(-n2c(=S)[nH]c3sc4c(c3c2=O)CCc2ccccc2-4)c1`?
HIV fusion peptide: 33.9%; GPR35 antagonists: -6.3%; Salmonella PhoP GFP: -13.2%; Rac1 GTP hydrolysis: 15.0%; LYP inhibition: -0.7%; Myeloid diff MLP: inactive; GPR55 antagonists: 9.8%; Siah-1 displacement: -0.3%; NTR1 ag: -0.2; NTR1 ag cell count 20 µM: 106; Myeloid diff MLP GFP+ MAC1+ %: 0.3

What do the screens show for `CC(C)(C)NC(=S)NNC(=O)c1ccc2ncccc2c1`?
HIV fusion peptide: -1.0%; GPR35 antagonists: 2.5%; Salmonella PhoP GFP: -0.2%; Rac1 GTP hydrolysis: 4.5%; LYP inhibition: 3.7%; Myeloid diff MLP: inactive; GPR55 antagonists: -5.6%; Siah-1 displacement: 3.4%; NTR1 ag: 0.0; NTR1 ag cell count 20 µM: 69; Myeloid diff MLP GFP+ MAC1+ %: 0.9

How did Cc1ccc(C)c(C(C)NC(=O)C2CCCO2)c1 (configuration not stated) do in these assays?
HIV fusion peptide: -0.3%; GPR35 antagonists: -8.4%; Salmonella PhoP GFP: -4.2%; Rac1 GTP hydrolysis: 13.7%; LYP inhibition: -8.4%; Myeloid diff MLP: inactive; GPR55 antagonists: 5.8%; Siah-1 displacement: 18.6%; NTR1 ag: 1.5; NTR1 ag cell count 20 µM: 76; Myeloid diff MLP GFP+ MAC1+ %: 0.7
